# Screening results as filed in PubChem.
# PTHR1 ag = activates the human parathyroid hormone receptor PTHR1. Q03431. HEK293 GP2 PTHR1 cells, GloSensor cAMP luminescence, 1 h. Potency, µM (highest dose often 115 µM), for inactives: top-dose activation, most hits filed as activators. hit rate 0.075% among 410,000. AID 743266; further: nearly all actives have a fitted effect of over 55% in size; some results filed as inactive show a strong effect at the top dose; inactives centre near -15; many of its hits are not listed in these tables
#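 HEK-293-derived GP2 cells expressing PTHR1 and a GloSensor cAMP reporter, 3,000/well, plated overnight, given luciferin plus IBMX (each 0.5 mM as added) for 1 h at 37 °C, then compound for 1 h at 37 °C. Luminescence was read after 15 min at room temperature.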
# FUS suppressor = suppressors of FUS proteinopathy in yeast. AID 1347120. S. cerevisiae FUS-expressing, growth rescue, OD600, 24 h. hit rate 0.24% among 390,000. Potency, µM (top dose mostly 76.6 µM), for inactives: at the highest dose growth rescue (activation), hits mostly activators;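 further: plate controls were DMSO vehicle for no effect and reference control for full effect; nearly all actives have a fitted effect of over 55% in size; some results filed as inactive show a strong effect at the top dose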
#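 Compound concentration series was pinned onto galactose-induced FUS-expressing yeast seeded at OD 0.005. Plates sat 24hr at 30C; absorbance at 600 nm gave growth. DMSO served as background control.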
# TDP-43 yeast inh = rescues yeast growth from TDP-43 toxicity. TDP-43 expressing yeast growth rescue, BacTiter-Glo, 24 h. Potency, µM (top dose mostly 46.1 µM), for the others: at the highest dose growth rescue (activation), usual class: activators. hit rate 1.8% among 410,000. AID 652104; further: % of control where 0% means no effect; nearly all actives have a fitted effect of over 50% in size
#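 Galactose-induced TDP-43 yeast, OD600=0.02, compound pinned; 24 hr, 30 deg C; BacTiter-Glo luminescence for growth. Inhibitors of TDP-43 toxicity read as activators.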
# EPAC1 ag = EPAC1 (human) agonism; EPAC1 agonist qHTS, biochemical assay; response scale: 100% = response to 6.5 mM cAMP; Potency, µM (titrated, usually from 154 µM), for the others: at the top dose activation, actives largely listed as activators; hit rate 0.073% among 360,000; AID 720707; further: nearly all actives have a fitted effect of over 60% in size
#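 Fluorescent GDP-exchange assay: 100 nM EPAC1 with 250 nM Rap1B preloaded with BODIPY-GDP and 50 uM GDP; compounds tested as concentration series, 5 min at room temperature, then read every 5 min for 30 min (ex 480/em 540 nm); normalized to 6.5 mM cAMP.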
# EPAC1 antag = antagonists of human EPAC1 | O95398 | EPAC1 GEF assay, Rap1b-BODIPY-GDP exchange fluorescence | Potency, µM (highest dose often 115 µM), inactives show at the highest dose activity change, negative = inhibition, actives largely listed as inhibitors | hit rate 0.14% among 360,000;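 further: plate controls were vehicle for no effect and positive control for full effect; nearly all actives have a fitted effect of over 50% in size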
# EPAC2 agonist = activates human EPAC2 exchange factor. Potency, µM (series often up to 154 µM), for the others: at the top dose activation, hits mostly activators. Q8WZA2. EPAC2 activation, biochemical qHTS; response scale: 100% = 6.5 mM cAMP response. hit rate 0.079% among 360,000; further: nearly all actives have a fitted effect of over 50% in size
# Target sequence (Q8WZA2 whole entry, looked up): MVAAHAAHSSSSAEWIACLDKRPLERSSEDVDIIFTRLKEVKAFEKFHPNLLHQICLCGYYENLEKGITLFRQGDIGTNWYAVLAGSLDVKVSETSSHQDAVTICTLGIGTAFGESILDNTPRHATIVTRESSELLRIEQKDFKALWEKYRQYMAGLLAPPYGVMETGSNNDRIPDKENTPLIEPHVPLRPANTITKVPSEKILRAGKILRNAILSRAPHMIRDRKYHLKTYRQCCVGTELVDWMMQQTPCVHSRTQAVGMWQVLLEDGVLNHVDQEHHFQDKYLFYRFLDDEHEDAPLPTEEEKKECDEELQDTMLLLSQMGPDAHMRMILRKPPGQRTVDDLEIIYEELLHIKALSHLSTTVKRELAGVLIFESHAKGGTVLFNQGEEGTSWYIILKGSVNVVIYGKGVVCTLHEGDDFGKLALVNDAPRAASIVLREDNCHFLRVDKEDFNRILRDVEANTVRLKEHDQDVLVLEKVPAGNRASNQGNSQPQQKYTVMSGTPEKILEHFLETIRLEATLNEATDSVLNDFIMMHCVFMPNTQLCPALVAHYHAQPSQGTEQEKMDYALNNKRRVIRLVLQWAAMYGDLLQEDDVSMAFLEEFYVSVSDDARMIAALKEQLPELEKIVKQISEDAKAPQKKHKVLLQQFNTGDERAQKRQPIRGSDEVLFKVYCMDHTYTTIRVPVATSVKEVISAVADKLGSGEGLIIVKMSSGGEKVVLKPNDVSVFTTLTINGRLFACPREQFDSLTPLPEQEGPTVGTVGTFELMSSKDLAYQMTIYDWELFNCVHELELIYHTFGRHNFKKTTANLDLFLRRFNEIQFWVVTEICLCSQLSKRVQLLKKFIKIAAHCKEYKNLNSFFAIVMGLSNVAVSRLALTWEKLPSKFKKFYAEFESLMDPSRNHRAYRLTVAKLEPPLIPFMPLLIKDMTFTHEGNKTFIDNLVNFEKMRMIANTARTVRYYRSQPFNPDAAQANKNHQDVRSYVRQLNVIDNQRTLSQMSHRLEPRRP
#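 Guanine nucleotide exchange by EPAC2 is measured as reduced fluorescence of BODIPY-GDP once it is released from 250 nM Rap1B. Plates are read kinetically for 30 min at room temperature; results are scaled to 6.5 mM cAMP.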
# EPAC2 antagonist = blocks human EPAC2 exchange factor; Q8WZA2; EPAC2 GEF exchange of Rap1B-BODIPY-GDP, fluorescence; Potency, µM (series often up to 114 µM), for the others: at the top dose activity, negative = inhibition, most hits filed as inhibitors; hit rate 0.18% among 360,000; AID 720708; further: on the % scale 0 is the no-effect control and ±100 the full control effect; nearly all actives have a fitted effect of over 45% in size; many of its hits are not listed in these tables
# aSyn yeast inh = rescues yeast growth from alpha-synuclein toxicity | Yeast expressing alpha-synuclein, growth rescue, BacTiter-Glo, 24 h | Potency, µM (top dose mostly 46.1 µM), for inactives: at the top dose growth rescue (activation), most hits filed as activators | hit rate 0.14% among 370,000; further: % of control where 0% means no effect; nearly all actives have a fitted effect of over 65% in size
#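 Galactose-induced alpha-syn yeast (OD600=0.02, raffinose-pregrown) + pinned cpd, 24 hr, 30 deg C; growth by BacTiter-Glo luminescence. Growth restoration scores as activation.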
# Starred values were filed as active, the others as inactive; i = inactive; ? = inconclusive; . = not tested or not shown; & = joins results of further samples; [ ] = dose if it differs, or a comment. The call rests on the fitted dose curve; in most records, active means well fitted curve in the direction sought with a large enough effect; inconclusive means small, poorly fitted or top-dose-only effect, or another doubt; inactive means no such curve, though single readings can be large; an effect the other way counts as inactive or inconclusive. Potency means the concentration at half of the fitted maximal effect. Not all compounds are listed. The share of hits here may be higher or lower than overall.
SMILES,PTHR1 ag,FUS suppressor,TDP-43 yeast inh,EPAC1 ag,EPAC1 antag,EPAC2 agonist,EPAC2 antagonist,aSyn yeast inh
Cc1ccc(NC(=O)CN2C(=O)NC3(CCc4ccccc43)C2=O)cc1S(=O)(=O)N1CCCCC1 (centres undefined),-12%,?,26%,11%,-25%,13%,-14%,0%
CN(C)CCNC(=O)CNC(=S)N(Cc1ccccc1)Cc1ccccc1F,i,-12%,0%,3%,2%,6%,6%,4%
COC(=O)c1cn(Cc2cc(OC)ccc2OC)cc(F)c1=O,-1%,-8%,11%,-4%,3%,5%,1%,1%
O=C(Nc1c[nH]c(=O)[nH]c1=O)c1ccccc1Br,i,-22%,-2%,22%,-15%,16%,-4%,-7%
CCS(=O)(=O)NCc1csc(-c2ccccc2)n1,i,-18%,20%,3%,-14%,3%,-4%,-8%
CC1=C(C(=O)N2CCCCCC2)CC(CC(=O)NCCCCc2ccccc2)C(=O)N1Cc1ccccc1 (centres undefined),-20%,24%,5%,-19%,1%,7%,-18%,5%
COc1ccc(OC)c(NC(=O)CSc2nccn2-c2cc(C)cc(C)c2)c1,i,37%,?,.,.,.,.,-14%
Cc1ccc(N(C(=O)Cn2nnc(-c3ccc(F)cc3)n2)C(C(=O)NC(C)(C)C)c2ccncc2)cc1 (centres undefined),45µM*,1%,-19%[0.397 µM],-10%,?,-10%,-17%,0%
Cc1cccc(-n2nnc(C(=O)NCc3ccccc3Cl)c2N)c1,-10%,6%,3%[9.22 µM],-6%,-1%,6%,1%,6%
CCOC(=O)c1ccc(NC(=O)c2nc[nH]c2C(=O)N2CCN(c3ccccc3)CC2)cc1,-24%,-17%,19%,-17%,-5%,-1%,9%,14%

# Reprinted at random: four records from the list.
SMILES,PTHR1 ag,FUS suppressor,TDP-43 yeast inh,EPAC1 ag,EPAC1 antag,EPAC2 agonist,EPAC2 antagonist,aSyn yeast inh
CC1=C(C(=O)N2CCCCCC2)CC(CC(=O)NCCCCc2ccccc2)C(=O)N1Cc1ccccc1 (centres undefined),-20%,24%,5%,-19%,1%,7%,-18%,5%
COC(=O)c1cn(Cc2cc(OC)ccc2OC)cc(F)c1=O,-1%,-8%,11%,-4%,3%,5%,1%,1%
Cc1ccc(NC(=O)CN2C(=O)NC3(CCc4ccccc43)C2=O)cc1S(=O)(=O)N1CCCCC1 (centres undefined),-12%,?,26%,11%,-25%,13%,-14%,0%
O=C(Nc1c[nH]c(=O)[nH]c1=O)c1ccccc1Br,i,-22%,-2%,22%,-15%,16%,-4%,-7%

# Going on with the list.
SMILES,PTHR1 ag,FUS suppressor,TDP-43 yeast inh,EPAC1 ag,EPAC1 antag,EPAC2 agonist,EPAC2 antagonist,aSyn yeast inh
COc1ccc(C(=O)N/N=C(\C)CC(=O)NC2CCCCC2)c(OC)c1,?,13%,1%,0%,1%,2%,4%,-6%
CCCCNC(=O)C1(C)CCN1C(=O)c1cc2ccccc2s1 (centres undefined),-30%[inhibitor],0%,15%,-15%,-10%,5%,0%,13%
c1cn(-c2ncnc3sc4c(c23)CCCC4)cn1,-24%,-28%,20%,5%,-5%,4%,1%,-1%
CCCCCCOC(=O)c1ccc(NC(=O)c2cc(OC)c(OC)c(OC)c2Br)cc1,i,37%,5%,-7%,-8%,-5%,-2%,1%
CCN(CCn1cccn1)C(=O)CCc1nnc(-c2ccc3c(c2)OCO3)o1,-3%,-2%,-11%,5%,-19%,-4%,-3%,1%
O=C(Cn1nc(Cc2ccncc2)c2ccccc2c1=O)N1CCc2ccccc2C1,-39%[inhibitor],6%,-22%,-7%,-6%,14%,0%,5%
CCCC(=O)NC(c1ccc2c(c1)OCO2)c1cc(Cl)c2cccnc2c1O (centres undefined),-18%,9%,-32%[inhibitor],-7%,3%,6%,6%,13%
CCCCN1C(=O)C(=O)N(CC(=O)Nc2ccc(C(N)=O)cc2)C1=O,-12%,12%,8%,7%,17%,11%,5%,-8%[1.84 µM]
COc1nc(C)ccc1-c1noc(-c2ccccn2)n1,-37%[inhibitor][57.5 µM],55%,-17%,2%,-15%,10%,-14%,-5%
Cc1ccc(/C=C/S(=O)(=O)NCC(=O)O)cc1,i,-4%,3%,-5%,-22%,-1%,0%,13%
CCOC(=O)C1CCCN(C(=O)CCCOc2cc(=O)n(C)c3ccccc23)C1 (centres undefined),-1%,17%,14%,2%,1%,9%,4%,4%
Cc1cc(Cl)ccc1OCC(=O)NNC(=O)c1cccs1,-8%,-10%,?,-6%,2%,7%,-14%,22%
CS(=O)(=O)Cc1cc(N2CCCC2)nc(-c2ccccc2)n1,i,18%,-11%,1%,-23%,6%,2%,-7%
Cc1nc([N+](=O)[O-])c(Br)n1CC(=O)c1ccc(Br)cc1,i,9%,11µM*,-4%,-13%,6%,-2%,7%
COC(=O)c1ccc2nc(-c3ccco3)c(Cc3cccc(Cl)c3)n2c1,-44%[inhibitor],10%,18%,1%,-1%,3%,8%,15%
COc1ccc(Cl)cc1NC(=S)N1CCN(c2ccccn2)CC1,-19%[57.5 µM],0%,6%,-6%,-10%,11%,-2%,0%
CC1=NN(c2ccc(C)c(C)c2)C(=O)/C1=C/c1ccc2c(c1)n(C)c(=O)n2C,i,.,-20%,1%,7%,-12%,3%,-4%
CCc1nc2c(OCc3cc(Cl)cc(Cl)c3)cccn2c1N(C)C(=O)Nc1ccccc1OC,10%,?,10%,0%,1%,7%,-16%,1%
CCn1cc(S(=O)(=O)CC(=O)Nc2cc(C)on2)c2ccccc21,-4%,9%,-7%,3%,2%,1%,3%,0%
CN(c1ccccc1)S(=O)(=O)c1ccc(NC(=O)CC(=O)c2ccccc2)cc1,-40%[inhibitor],.,?,7%,-24%,14%,-6%,11%
O=C(O)C1CCCCC1C(=O)NCCCN1CCOCC1 (centres undefined),-12%[57.5 µM],11%,-14%,0%,-1%,1%,0%,0%
COc1ccc(C2=NOC(C(=O)NCc3ccccn3)C2)cc1 (centres undefined),-8%[57.5 µM],-3%,-2%,5%,3%,3%,0%,7%
CC1(C)CC(n2c(NCCO)nc3c(c2=O)C2(CCCC2)Cc2ccccc2-3)CCO1 (centres undefined),i,?,-9%,?,-21%,22%,-15%,-1%
Cc1cc(NC(=O)c2cccs2)ncc1NC(=O)C(C)C,-10%,12%,-24%,8%,24%,2%,14%,-13%
CN1CCN(CCCNC(=O)c2ccc3c(Cl)c4c(nc3c2)CCCC4)CC1,-8%,-20%,-1%,10%,-20%,7%,0%,-18%
O=C(O)[C@@H]1CCCN1c1ncnc2sc3c(c12)CCC3,i,13%,-1%,5%,-3%,3%,3%,4%
COc1ccccc1-c1ccc(Nc2ccc(C(=O)N3CCOCC3)cc2)nn1,i,17%,-25%,-8%,7%,-5%,17%,-7%
CC(=O)Nc1ccc(S(=O)(=O)NCCSCc2cccc(Cl)c2)cc1,-44%[inhibitor],13%,20%,-15%,-6%,-1%,-9%,8%
O=C(N/N=C/c1ccc(OCc2ccccc2)cc1)c1ccco1,-14%,-3%,-4%[1.82 µM],-8%,14%,-1%,11%,0%
O=C(CCn1c(=O)[nH]c2ccsc2c1=O)NCc1ccc(F)cc1,8%,-13%,13%,4%,-4%,8%,-4%,0%
CCCNC(=S)NNC(=O)c1cccs1,-11%,22%,.,-6%,-12%,5%,6%,-5%
CSc1ccc(/C=N/n2c(COc3ccccc3)n[nH]c2=S)cc1,-5%,-2%,5%,11%,-21%,14%,-11%,5%
COC(=O)c1ccc(NC(CC(C)C)C(=O)OC)c([N+](=O)[O-])c1 (centres undefined),i,.,0%,-6%,1%,8%,-2%,4%
COc1ccc(-n2nc3ccc(N)cc3n2)cc1,-36%[inhibitor],?,15%,-5%,7%,6%,3%,-4%
Cc1ccc(OCc2cc(C(=O)N3CCCC3)no2)cn1,i,8%,-4%,-7%,-16%,16%,0%,-4%
COCCCNC(=O)c1c(N)n(-c2ccccc2)c2nc3ccccc3nc12,-16%,-3%,13%,-6%,8%,7%,6%,13%
C=Cn1ccnc1P(=S)(c1ccc2c(c1)c1ccccc1n2CC)c1nccn1C=C,i,3%,-22%,10%,4%,14%,-3%,-1%
Cc1c(NC(=O)c2ccc(Cl)c(S(=O)(=O)N3CCCCC3)c2)c(=O)n(-c2ccccc2)n1C,-15%,.,0%,-2%,-4%,7%,12%,2%
CC(C)C(c1nnnn1Cc1ccccc1)N(CCCO)Cc1cc2cc3c(cc2[nH]c1=O)OCO3 (centres undefined),-2%[57.5 µM],2%,-15%,4%,-24%,15%,-13%,0%
CCc1cc2c(COC(=O)c3cc(S(=O)(=O)N4CCOCC4)ccc3F)cc(=O)oc2cc1O,-35%[inhibitor],24%,0%,-10%,-10%,-4%,-5%,3%[1.84 µM]
Cc1ccc(NC(=O)C(C)NC(=O)OCc2ccccc2)cc1C (centres undefined),-5%,24%,-2%,4%,-18%,-10%,0%,-2%
O=C(CN1C(=O)C2CC=CCC2C1=O)Nc1ccc(F)cc1F (centres undefined),4%,27%,4%,-12%,7%,6%,2%,1%[1.84 µM]
O=C(Cc1ccccc1Cl)N1CCOCC1,17%,-32%,-2%,1%,-2%,4%,4%,-1%
COc1ccc(NC(=O)[C@@H](NC(=O)c2ccccc2F)C(C)C)cc1S(=O)(=O)N1CCOCC1,5%,11%,?,-11%,-12%,4%,0%,-4%
COc1ccc(C2=CC(=O)CC(c3ccc(OC)cc3)C2)cc1 (centres undefined),i,-22%,25µM*,7%,-19%,2%,?,14%
Cc1cccc(Cn2c(C)c(C)c3cc(C(=O)NCCN4CCOCC4)ccc32)c1,-43%[inhibitor],6%,-7%,0%,?,1%,-11%,19%
Cc1sc2ccccc2[n+]1CCC(C)S(=O)(=O)[O-] (centres undefined),-9%[57.5 µM],17%,-23%,9%,-6%,-13%,-3%,-5%
Cc1ccc2[nH]c(CNC(=O)C3CCCCC3)cc2c1,-11%,?,3%,-15%,1%,-4%,-2%,16%
CC(C)(C)c1cc(/C=C2\NC(=O)NC2=O)cc(C(C)(C)C)c1O,i,17%,16%,-10%,-2%,-1%,-9%,10%
COCCCN1C(=O)c2ccc(C(=O)OCC(=O)N(C)c3ccccc3)cc2C1=O,i,16%,1%,5%,9%,2%,4%,4%
O=C(Nc1ccc(Cl)cc1Cl)C1CCC(=O)N1Cc1ccccc1Cl (centres undefined),i,9%,5%,-5%,-9%,6%,-4%,1%
Cc1ccc2cc(C#N)c(N3CCN(C(=O)c4cccs4)CC3)nc2c1,-12%,0%,0%,-2%,-19%,15%,0%,-2%
COc1ccc(CNC(=O)c2cc(=O)c3cc(C)ccc3o2)cc1,-25%&-24%,-32%&1%,1%&0%,14%,-1%,0%,7%,13%
